DT40 TDP1 no CPT: qHTS for Inhibitors of human tyrosyl-DNA phosphodiesterase 1 (TDP1): qHTS in cells in absence of CPT. AID 686978, 2013. DT40 Tdp1-/- hTDP1 cells, no CPT, ATP luminescence, 48 h. 420,000 tested, 15% active. Potency, µM (titrated, usually from 46.2 µM), for the others: at the top dose activity change, negative = growth inhibition, usual class: inhibitors; also: nearly all actives have a fitted effect of over 55% in size
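Luminescent ATP content (CellTiter-Glo) served as the growth readout. Knockout chicken DT40 cells expressing human TDP1 were exposed to compounds without camptothecin for a minimum 48 hr at 37 °C.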
TDP1 cell CPT: qHTS for Inhibitors of human tyrosyl-DNA phosphodiesterase 1 (TDP1): qHTS in cells in presence of CPT | chicken DT40 Tdp1-/-;hTDP1 cells + 20 nM CPT, ATP luminescence, 48 h | Potency, µM (top dose mostly 46.2 µM), for the others: at the top dose activity change, negative = growth inhibition, hits mostly inhibitors | 420,000 tested, 12% active | AID 686979, 2013; also: nearly all actives have a fitted effect of over 55% in size
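Cell growth measured by CellTiter-Glo luminescence after a minimum 48 h, 37 C compound exposure with 20 nM CPT in Tdp1-knockout DT40 cells stably expressing hTDP1, seeded 400/well; qHTS titration format.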
TDP1 block: qHTS Assay for Inhibitors of Tyrosyl-DNA Phosphodiesterase (TDP1) | Tyrosyl-DNA phosphodiesterase 1 (Homo sapiens), Q9NUW8 | recombinant TDP1, AlphaScreen DNA substrate cleavage | Potency, µM (doses to about 130 µM), inactives show at the highest dose activity change, negative = inhibition, hits mostly inhibitors | 350,000 tested, 0.28% active | AID 485290, 2010; also: nearly all actives have a fitted effect of over 40% in size
Target sequence (Q9NUW8 whole entry, looked up): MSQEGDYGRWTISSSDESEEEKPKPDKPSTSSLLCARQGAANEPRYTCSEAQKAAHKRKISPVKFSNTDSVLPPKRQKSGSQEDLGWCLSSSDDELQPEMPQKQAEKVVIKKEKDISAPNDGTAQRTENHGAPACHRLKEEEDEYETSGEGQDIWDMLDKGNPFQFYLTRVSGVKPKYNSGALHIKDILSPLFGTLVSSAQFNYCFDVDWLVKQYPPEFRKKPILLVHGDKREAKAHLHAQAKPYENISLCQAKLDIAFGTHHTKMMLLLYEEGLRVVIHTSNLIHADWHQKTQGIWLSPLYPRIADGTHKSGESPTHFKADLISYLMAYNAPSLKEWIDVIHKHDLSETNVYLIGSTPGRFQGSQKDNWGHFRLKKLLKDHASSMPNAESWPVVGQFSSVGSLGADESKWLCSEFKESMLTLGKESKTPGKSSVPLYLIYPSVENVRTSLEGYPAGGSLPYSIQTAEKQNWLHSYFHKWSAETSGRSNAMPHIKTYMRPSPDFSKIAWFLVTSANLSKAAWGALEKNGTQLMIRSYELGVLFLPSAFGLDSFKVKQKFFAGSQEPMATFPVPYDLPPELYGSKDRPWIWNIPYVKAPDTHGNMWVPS
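Compounds were preincubated with Tdp1 (1 nM final) for 15 min at room temperature before substrate (15 nM final) started a 5 min reaction; beads (10 ug/ml final) were then added for 10 min before AlphaScreen detection.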
* = called active by the depositor; & = joins results of further samples; [ ] = another dose, or the depositor's remark. Calls follow the shape of the dose curve; as a rule, active = well fitted curve in the direction sought with a large enough effect; inconclusive = small, poorly fitted or top-dose-only effect, or another doubt; inactive = no such curve, though single readings can be large; an effect the other way counts as inactive or inconclusive. % is scaled to controls: 0 for no effect and ±100 for the full control effect; potency is read from the fitted curve at half-maximal effect.

For C=CCC[C@@H](Cc1ccc(F)cc1)C(=O)OC[C@H](Cc1c[nH]c2ccccc12)NC(=O)[C@@H](CC=C)CC(=O)N[C@H](CO)Cc1ccccc1 the results were DT40 TDP1 no CPT inconclusive, TDP1 cell CPT inconclusive and TDP1 block 1.5%.
`COC(=O)c1ccc(C(=O)OC)c(NC(=O)CSc2ccccn2)c1` gave DT40 TDP1 no CPT inconclusive, TDP1 cell CPT inconclusive and TDP1 block 2.0%.
For Nc1ncnc(Nc2ccccc2Oc2ccccc2)n1 the results were DT40 TDP1 no CPT -2.6% and TDP1 cell CPT -1.3%.
Screening CCOc1ccc(N(CC)S(=O)(=O)N2CCCC(C(=O)NCCc3ccccc3OC)C2)cc1 (stereo not drawn) returned DT40 TDP1 no CPT inconclusive, TDP1 cell CPT 20.6µM* and TDP1 block 7.7%.
Screening COCCCn1cc(CN2CC(N3CCCC3)CS2(=O)=O)nn1 (stereo not drawn) returned DT40 TDP1 no CPT -12.0% and TDP1 cell CPT -0.2%.
O=C(CNC(=O)c1ccncc1)N/N=C/c1ccccc1[N+](=O)[O-] was read as DT40 TDP1 no CPT 7.8%, TDP1 cell CPT 3.2% and TDP1 block 1.2%.
For O=S(=O)(Nc1ccc2c(c1)OCCO2)c1cccc(F)c1 the results were DT40 TDP1 no CPT -10.1% and TDP1 cell CPT -10.8%.
COc1ccc(S(=O)(=O)N2CCOCC2)cc1NC(=O)CN1CCC(Cc2ccccc2)CC1 was read as DT40 TDP1 no CPT 16.4µM*, TDP1 cell CPT 16.4µM* and TDP1 block 6.7%.
For CCOc1ccc(NC(=O)CSc2nc(C)c(C(=O)Nc3ccccc3)c(-c3ccc(Cl)cc3)c2C#N)cc1 the results were DT40 TDP1 no CPT -11.2%, TDP1 cell CPT -11.3% and TDP1 block 4.8%[12.3 µM].
Screening O=C(N/N=C/c1ccc(-c2ccc([N+](=O)[O-])cc2)o1)[C@H]1C[C@@H]1c1ccccc1 returned DT40 TDP1 no CPT inconclusive and TDP1 cell CPT inconclusive.
CC(C)(C)c1cc(NC(=O)Nc2ccc(Cl)cc2Cl)no1 was read as DT40 TDP1 no CPT inconclusive and TDP1 cell CPT inconclusive.
COc1ccc(-n2c(=S)[nH]c3cc(C(=O)NCc4ccc(F)cc4)ccc3c2=O)c(OC)c1 was read as DT40 TDP1 no CPT inconclusive, TDP1 cell CPT inconclusive and TDP1 block -14.7%.
Screening CN(CCc1ccccc1)c1ccc([N+](=O)[O-])cn1 returned DT40 TDP1 no CPT 5.9% and TDP1 cell CPT -24.2%.
CCCCCCC(=O)O was read as DT40 TDP1 no CPT -0.2%, TDP1 cell CPT 0.8% and TDP1 block 1.8%&8.2%.
For Cc1ccccc1CCN(C(=O)Cn1nnc2ccccc21)C(C(=O)NC(C)(C)C)c1ccsc1 (stereo not drawn) the results were DT40 TDP1 no CPT 25.9µM*, TDP1 cell CPT 18.4µM* and TDP1 block 2.6%.
Screening Cn1c2c(c(=O)n(C)c1=O)C1c3cc(Cl)ccc3OCC1CO2 (stereo not drawn) returned DT40 TDP1 no CPT -0.7%, TDP1 cell CPT -2.4% and TDP1 block 4.7%.
COc1ccc(-n2c(-c3ccccc3)nnc2-c2ccc(Cl)cc2)cc1 was read as DT40 TDP1 no CPT inconclusive, TDP1 cell CPT -11.9% and TDP1 block 0.0%.
COc1ccc(CCN2CC(C(=O)Nc3ccccc3F)CC2=O)cc1OC (stereo not drawn) was read as DT40 TDP1 no CPT -11.8% and TDP1 cell CPT -0.2%.
`Cn1c(-c2ccc(Cl)cc2)cnc1N` gave DT40 TDP1 no CPT 19.2%, TDP1 cell CPT -10.0% and TDP1 block 14.3%.
Screening Cc1ccc(NC(=O)C2(C)CCN2C(=O)Cc2ccccc2Cl)cc1C (stereo not drawn) returned DT40 TDP1 no CPT inconclusive and TDP1 cell CPT -22.8%.

Of the compounds above, these have fluorine.
For C=CCC[C@@H](Cc1ccc(F)cc1)C(=O)OC[C@H](Cc1c[nH]c2ccccc12)NC(=O)[C@@H](CC=C)CC(=O)N[C@H](CO)Cc1ccccc1 the results were DT40 TDP1 no CPT inconclusive, TDP1 cell CPT inconclusive and TDP1 block 1.5%.
For O=S(=O)(Nc1ccc2c(c1)OCCO2)c1cccc(F)c1 the results were DT40 TDP1 no CPT -10.1% and TDP1 cell CPT -10.8%.
COc1ccc(-n2c(=S)[nH]c3cc(C(=O)NCc4ccc(F)cc4)ccc3c2=O)c(OC)c1 was read as DT40 TDP1 no CPT inconclusive, TDP1 cell CPT inconclusive and TDP1 block -14.7%.
COc1ccc(CCN2CC(C(=O)Nc3ccccc3F)CC2=O)cc1OC (stereo not drawn) was read as DT40 TDP1 no CPT -11.8% and TDP1 cell CPT -0.2%.

More results follow:
For COc1ccc(-n2c(SCC(=O)Nc3ccccc3OC)nc(O)cc2=O)cc1 the results were DT40 TDP1 no CPT 2.0% and TDP1 cell CPT 8.2%.
Screening CC(=O)[C@@H]1[C@@H](C)N(Cc2ccccc2)C(=O)N[C@H]1c1ccccc1 returned DT40 TDP1 no CPT -14.7%, TDP1 cell CPT -29.6% and TDP1 block 5.9%[12.3 µM].
O=C(CSc1nnc2c(Cl)cc(Cl)cn12)N1CCN(S(=O)(=O)c2ccccc2)CC1 was read as DT40 TDP1 no CPT -20.0%, TDP1 cell CPT -20.8% and TDP1 block 1.9%.
For CCSc1nnc(NC(=O)COc2ccc3ccccc3c2)s1 the results were DT40 TDP1 no CPT -4.1%, TDP1 cell CPT 6.4% and TDP1 block -1.0%.
`CSCCC(NS(=O)(=O)c1ccc2ccccc2c1)C(=O)OCC(=O)c1ccc(C(C)C)cc1` (stereo not drawn) gave DT40 TDP1 no CPT 16.4µM*, TDP1 cell CPT 23.1µM* and TDP1 block 3.1%.
`C=CCN(C(=O)CNC(=O)c1cccs1)C(C(=O)NC1CCCCC1)c1cccnc1` (stereo not drawn) gave DT40 TDP1 no CPT -21.1%, TDP1 cell CPT -4.1% and TDP1 block 8.4%.
`COc1ccccc1[C@@H]1C(c2ccccc2)=NN(c2ccc(Br)cc2)[C@H]1C(=O)N1CCOC1=O` gave DT40 TDP1 no CPT -6.3%, TDP1 cell CPT inconclusive and TDP1 block -6.7%[56.1 µM].
Screening COc1ccc2ccccc2c1CN1CCN(C)CC1 returned DT40 TDP1 no CPT -17.9%, TDP1 cell CPT -3.4% and TDP1 block 2.2%.
Screening Cc1ccc(S(=O)(=O)N2CCC(C(=O)OC(C)C(=O)NCc3ccc4c(c3)OCO4)CC2)cc1 (stereo not drawn) returned DT40 TDP1 no CPT 3.7%, TDP1 cell CPT 3.4% and TDP1 block 4.0%.
Screening CCCCc1cc(=O)oc2c3c(cc(OCC(=O)NCCCO)c12)OC(C)(C)CC3 returned DT40 TDP1 no CPT -10.6% and TDP1 cell CPT -27.4%.
`CC(C)(C)NC(=O)COC(=O)c1cc(Br)ccc1Cl` gave DT40 TDP1 no CPT inconclusive, TDP1 cell CPT 4.4% and TDP1 block -2.7%.
Screening Cc1cccc(S(=O)(=O)Nc2nc3ccccc3nc2Nc2ccc3c(c2)OCO3)c1 returned DT40 TDP1 no CPT inconclusive, TDP1 cell CPT 8.6% and TDP1 block -1.9%.
For CN(C)CCCNC(=S)NCc1ccc(Cl)cc1 the results were DT40 TDP1 no CPT 0.9%, TDP1 cell CPT -11.7% and TDP1 block -0.6%.
For O=C(COC(=O)c1ccc(Cl)c(S(=O)(=O)NCc2ccccc2)c1)NCC1CCCO1 (stereo not drawn) the results were DT40 TDP1 no CPT -0.9%, TDP1 cell CPT -2.9% and TDP1 block 1.8%.
Cc1ccc(CNC(=O)C2CCN(Cc3nc(-c4cccc(Br)c4)oc3C)CC2)cc1 was read as DT40 TDP1 no CPT inconclusive, TDP1 cell CPT inconclusive and TDP1 block 0.0%.
For Cc1ccc(S(=O)(=O)NC[C@H]2O[C@@H](n3cnc4c(N)ncnc43)[C@H](O)[C@@H]2O)s1 the results were DT40 TDP1 no CPT -16.2%, TDP1 cell CPT 0.2% and TDP1 block 0.6%.
`N#CCCN(C(=O)COC(=O)C1CCN(S(=O)(=O)c2ccccc2C(F)(F)F)CC1)c1ccccc1` gave DT40 TDP1 no CPT 19.1% and TDP1 cell CPT 5.9%.
Cc1cccc(NC(=S)NCc2cccs2)c1 was read as DT40 TDP1 no CPT inconclusive, TDP1 cell CPT -10.5% and TDP1 block 5.1%.
Screening N#Cc1ccc(NCC(=O)Nc2ccc3c(c2)OCCO3)cc1 returned DT40 TDP1 no CPT -4.4%, TDP1 cell CPT 9.9% and TDP1 block 2.5%.
Cc1ccc(C(=O)N/N=C\c2ccc[nH]2)cc1[N+](=O)[O-] was read as DT40 TDP1 no CPT -14.7%, TDP1 cell CPT -5.6% and TDP1 block 9.0%.

Three structures already listed, ordered by molar mass, smallest number first:
Screening CN(CCc1ccccc1)c1ccc([N+](=O)[O-])cn1 returned DT40 TDP1 no CPT 5.9% and TDP1 cell CPT -24.2%.
Screening N#Cc1ccc(NCC(=O)Nc2ccc3c(c2)OCCO3)cc1 returned DT40 TDP1 no CPT -4.4%, TDP1 cell CPT 9.9% and TDP1 block 2.5%.
Screening CCCCc1cc(=O)oc2c3c(cc(OCC(=O)NCCCO)c12)OC(C)(C)CC3 returned DT40 TDP1 no CPT -10.6% and TDP1 cell CPT -27.4%.

The list continues.
Clc1ccc2c(Cl)cc[n+](CCC3CCCCC3)c2c1 was read as DT40 TDP1 no CPT inconclusive and TDP1 cell CPT inconclusive.
For Cc1ccc(NC(=O)CN2C(=O)CSc3ccc(S(=O)(=O)N4CCCC4)cc32)cc1F the results were DT40 TDP1 no CPT 23.1µM*, TDP1 cell CPT inconclusive and TDP1 block 2.6%.
Screening CC(C(=O)OCC(=O)c1cccc([N+](=O)[O-])c1)N1C(=O)C2C3CCC(C3)C2C1=O (stereo not drawn) returned DT40 TDP1 no CPT 4.1%, TDP1 cell CPT inconclusive and TDP1 block 2.3%.
O=C(Cn1cnc2sc(-c3ccccc3)cc2c1=O)N1CCOCC1 was read as DT40 TDP1 no CPT -4.3%, TDP1 cell CPT -24.3% and TDP1 block 3.3%.
For CCOC(=O)CSc1n[nH]c(NC(=O)c2ccc(F)cc2)n1 the results were DT40 TDP1 no CPT -13.8%, TDP1 cell CPT -24.2% and TDP1 block 5.9%.
For COc1cc(C(=O)NCC(c2cccs2)N2CCOCC2)cc(Br)c1OCc1ccccc1 (stereo not drawn) the results were DT40 TDP1 no CPT 9.2µM*, TDP1 cell CPT 9.2µM* and TDP1 block 0.2%.
COc1ccc(/C=C(\NC(=O)c2ccccc2)C(=O)NCc2ccco2)cc1OC was read as DT40 TDP1 no CPT -17.3% and TDP1 cell CPT -29.2%.
For CCN(C(=O)c1ccc2c(c1)OCO2)C12CC3CC(CC(C3)C1)C2 the results were DT40 TDP1 no CPT 23.1µM*, TDP1 cell CPT inconclusive and TDP1 block -8.2%.
For Cc1ccc(S(=O)(=O)N2CCCN(C)CC2)cc1 the results were DT40 TDP1 no CPT 5.3% and TDP1 cell CPT 27.2%.
`COc1ccc(C(=O)N2CCN(S(=O)(=O)c3ccc(Br)cc3)CC2)cc1` gave DT40 TDP1 no CPT inconclusive, TDP1 cell CPT 18.4µM* and TDP1 block 1.5%.
`Cc1ccc(NC(=S)N(CCCN(C)C)Cc2cc3cc4c(cc3[nH]c2=O)OCO4)cc1` gave DT40 TDP1 no CPT -5.4%, TDP1 cell CPT 2.5% and TDP1 block 0.0%.
Screening O=C(NCCCN1CCCC1=O)c1cc2ccccc2o1 returned DT40 TDP1 no CPT 7.0%, TDP1 cell CPT -10.6% and TDP1 block 0.2%.
For CN1CC(=O)N(CC(=O)Nc2ccc(Br)cc2F)C1=O the results were DT40 TDP1 no CPT -1.6%, TDP1 cell CPT 1.1% and TDP1 block 0.0%.
Screening CCC(=O)N(c1nnc(SCC(=O)Nc2ccccc2Cl)s1)C1CC1 returned DT40 TDP1 no CPT 13.2%, TDP1 cell CPT 0.1% and TDP1 block -0.4%.
Screening CSCCC(NC(=O)c1occc1C)C(=O)O (stereo not drawn) returned DT40 TDP1 no CPT -0.6%, TDP1 cell CPT 5.6% and TDP1 block 3.1%.
COc1ccccc1CNC(=O)CCCCn1c(=O)c2ccccc2n(Cc2ccccc2C)c1=O was read as DT40 TDP1 no CPT 2.91µM*, TDP1 cell CPT 5.8µM* and TDP1 block -0.9%.
For CC(=O)c1sc(NC(=O)C2(F)C(F)(F)C(F)(F)C(F)(F)C(F)(F)C2(F)F)nc1C the results were DT40 TDP1 no CPT 5.8µM*, TDP1 cell CPT 4.11µM* and TDP1 block 5.8%.

Assay outcomes: PubChem, National Center for Advancing Translational Sciences (NCATS)
